# N-glyco inh: N-linked glycosylation inhibition | hit rate 0.23% among 360,000 | AID 588692 | D54 ERlucT glycosylation luciferase reporter, 24 h; percent of 100 nM tunicamycin response | reporter increase, % at 12.5 µM;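 active = mean luciferase reporter signal, scaled so untreated is 0 and the glycosylation-blocking control 100, at or above a set limit in every replicate; inconclusive = mean reaches the limit but not every replicate does; inactive = mean below the limit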;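 also: luciferase carries N-glycosylation sites so blocking glycosylation raises the light; 0% = median of neutral control wells and 100% = median of 100 nM tunicamycin wells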
# CaV13 ICDI inh: Disruptors of the CACNA1D IQ motif to Ca2+-dependent inactivation inhibitor domain association, primary screening, Förster resonance energy transfer in intact living …. HEK cells, CFP/YFP FRET ICDI-IQ, plate reader, 10 min; percent FRET-ratio fall versus neutral wells. inhibition, % at 12.3 µM. hit rate 0.098% among 340,000;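 active = mean replicate inhibition of at least 30% and at least 1% of replicates passing that level; inconclusive = only one of the two criteria is met; inactive = neither criterion is met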;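 also: 0% = median of the neutral control wells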
# Cardio protect: protects H9c2 cardiomyocytes from peroxide injury | H2O2 injury protection, ATPLite, 2 h | hit rate 0.63% among 360,000 | protection from H2O2 cell death, % at 20 µM;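 active = compounds giving at least 50% protection of heart cells from peroxide-induced death in the single-dose screen, raw or plate-pattern-corrected value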;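 also: 0% = DMSO wells with peroxide and 100% = DMSO wells without peroxide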
# ABCB6 inh MLPCN: blocks the human ABCB6 transporter | hit rate 0.19% among 360,000 | fluorescence ratio to DMSO, % at 10 µM | K562-ABCB6 porphyrin accumulation, flow cytometry, 1 h; hits give low values;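 active = fluorescence ratio to DMSO below 75%, the collection mean minus 3 SD; inconclusive = too few cells collected in the well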;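 also: signal is porphyrin accumulated inside mitochondria; 100% equals median channel fluorescence of DMSO control wells; lower ratio means ABCB6 inhibition with less porphyrin fluorescence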
# Target sequence (Q9NP58 whole entry, looked up): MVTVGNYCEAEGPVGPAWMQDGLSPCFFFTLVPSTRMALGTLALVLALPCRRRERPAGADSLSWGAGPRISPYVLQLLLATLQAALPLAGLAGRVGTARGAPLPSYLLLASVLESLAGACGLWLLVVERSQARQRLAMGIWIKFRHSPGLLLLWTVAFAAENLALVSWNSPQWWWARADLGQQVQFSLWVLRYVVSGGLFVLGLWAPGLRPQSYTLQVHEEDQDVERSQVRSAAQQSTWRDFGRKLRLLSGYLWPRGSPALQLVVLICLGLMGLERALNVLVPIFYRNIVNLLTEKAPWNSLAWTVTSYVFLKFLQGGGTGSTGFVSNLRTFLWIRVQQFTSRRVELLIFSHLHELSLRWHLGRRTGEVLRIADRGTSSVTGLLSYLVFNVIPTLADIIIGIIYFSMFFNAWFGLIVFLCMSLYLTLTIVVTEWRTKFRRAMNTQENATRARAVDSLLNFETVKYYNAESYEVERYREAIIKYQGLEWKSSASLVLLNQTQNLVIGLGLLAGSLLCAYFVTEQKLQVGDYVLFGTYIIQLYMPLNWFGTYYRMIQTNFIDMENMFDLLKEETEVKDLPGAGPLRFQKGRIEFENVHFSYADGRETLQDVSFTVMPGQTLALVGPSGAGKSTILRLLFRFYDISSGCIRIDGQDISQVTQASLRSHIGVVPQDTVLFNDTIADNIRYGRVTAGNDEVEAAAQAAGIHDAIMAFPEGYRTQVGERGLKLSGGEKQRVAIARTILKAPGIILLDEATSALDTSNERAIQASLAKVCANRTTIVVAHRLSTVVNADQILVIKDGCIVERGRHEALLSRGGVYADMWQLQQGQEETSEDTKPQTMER
# PDI turbidity: PDI (human) enzyme inhibition | P07237 | PDI insulin aggregation turbidity, A650, 90 min | inhibition, % at 10 µM | hit rate 0.052% among 350,000;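 active = mean inhibition across replicates of 30% or more, whatever share of single replicates reach that level; inconclusive = mean inhibition below 30% while every single replicate reaches 30%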;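 also: absorbance from insulin aggregation driven by PDI reduction with DTT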
# Vif inh: blocks HIV Vif function; HEK293T cells, Vif self-association by quenched fluorescence, imaging, 24 h; inhibition, % at 7.49 µM; hit rate 0.35% among 340,000; in the data active = inhibition above about 50%, passing the limit was not always enough; inconclusive = no clear call, values can overlap the other calls; inactive = below about 31%; also: some results filed as inactive read as strong as hits
# aDG glyco act: alpha-DG glycosylation activation. Pro5-aDG cells, alpha-DG glycosylation AlphaScreen (IIH6); 0% Pro5, 100% B10-LARGE cell signal. activation, % at 10 µM. hit rate 0.22% among 360,000. AID 624168;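 active = activation of at least 8% versus controls, or a plate z-score of at least 8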;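 also: Pro5 are CHO cells carrying HIG-tagged alpha-DG that lacks glycosylation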
# Exocytosis inh: lytic granule exocytosis inhibition | TALL-104 LAMP-1 surface exposure, flow cytometry; cells stimulated with thapsigargin and PMA | inhibition, % at 10 µM | hit rate 0.66% among 360,000 | AID 651702;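 active = inhibition above about 55%, limit read from the data; inconclusive = no clear call, values can overlap the other calls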
# hiPSC survival: enhancers of human iPSC single-cell survival; hiPSC single-cell survival, ATPlite luminescence; 100% = ROCK inhibitor wells, 0% = DMSO; survival enhancement, % at 20 µM; hit rate 0.044% among 360,000; in the data active = survival enhancement above about 18%;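 also: cells exposed to compounds for 16 hours before the ATP read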
# HTR2A ag: agonists of mouse serotonin 5-HT2A receptor (HTR2A). AID 624169. activation, % at 7.6 µM. CHO-K1 mHTR2A beta-arrestin complementation, luminescence; percent of 30 µM serotonin response. hit rate 0.66% among 360,000. P35363;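 active = activation above a run cutoff, the mean activation of all tested compounds plus 3 SD, cut at about 14% in these data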;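 also: 0% = plate median of compound wells and 100% = 30 µM serotonin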
# * marks the source's active call; other numbers are inactive results; ? = inconclusive; . = no result given.
SMILES,N-glyco inh,CaV13 ICDI inh,Cardio protect,ABCB6 inh MLPCN,PDI turbidity,Vif inh,aDG glyco act,Exocytosis inh,hiPSC survival,HTR2A ag
COc1ccc2nc(NC(=O)CCNS(=O)(=O)c3ccc4c(c3)oc(=O)n4C)sc2c1,-1,-3,-6,102,0,-10,-0.1,-2,-3.2,4
S=c1[nH]nc(-c2ccco2)n1C1CCCCC1,2,-6,0,98,24,-1,-0.3,-3,-0.7,0
COc1ccc(-n2nc3cc(N)c(Br)cc3n2)cc1,-1,-1,-14,94,-10,-5,1.0,16,-0.4,8
CC(=O)N/N=C(\C)C1COc2ccccc2O1 (stereo unspecified),0,-4,-2,98,1,?,0.0,0,-0.2,8
CC1CCCN(C(c2ccccc2)c2sc3ncnn3c2O)C1 (stereo unspecified),-1,4,6,101,.,1,0.0,-1,13,2
Nc1nc2ncc(-c3ccsc3)c(N)n2n1,3,-3,0,100,10,11,-0.4,2,2.2,1
COc1ccc(OCc2cc(C(=O)NCc3cccc(C)n3)no2)c(Cl)c1,-1,-11,5,99,-4,0,-0.1,25,0.0,9
Cc1cc(O)c(-c2n[nH]c3c2C(c2cccc(O)c2)N(Cc2cccnc2)C3=O)cc1Cl (stereo unspecified),1,-3,33,94,-1,-10,-0.2,0,-0.3,13
COc1cccc(NC(=O)CCC(=O)N2CC(C)Oc3ccc(C)cc32)c1 (stereo unspecified),0,-7,18,95,.,-4,-0.1,0,-2.8,-5
O=C(Nc1ccc(Cl)c(Cl)c1)O/N=C/c1ccncc1,-1,-4,-26,92,-17,-3,-0.1,-1,3.8,6
CCOc1ccccc1C(=O)OC(C)C(=O)Nc1ccc(S(=O)(=O)N2CCCC2)cc1 (stereo unspecified),-2,-5,3,99,-4,-3,-0.2,-1,-0.3,-13
CC12CCC(C(=O)N(NC(=O)c3cccnc3)C1=O)C2(C)C (stereo unspecified),2,-4,14,97,3,-9,-0.1,-2,-0.7,4
COc1cccc(C(=O)NCC(c2ccc3c(c2)OCO3)N2CCN(c3ccc(F)cc3)CC2)c1 (stereo unspecified),-2,-6,-2,89,-8,-18,-0.2,0,-0.2,-5
Cc1nc2sccn2c(=O)c1S(=O)(=O)Nc1ccc(N2CCN(S(C)(=O)=O)CC2)cc1,-1,-4,15,100,7,6,-0.1,11,-0.1,-4
O=C(NCc1cccc(Cl)c1)c1ccc(-n2ccnc2)c2ccoc12,-2,-10,3,95,-4,-26,1.0,0,2.8,0
COc1cccc(NC(=O)CSc2nnc(-c3cc(-c4ccccn4)nc4ccccc34)o2)c1,-1,-9,29,98,-9,-2,0.0,-2,-0.7,2
COc1ccc(C)cc1NC(=O)n1ncc2cc(Cl)ccc21,1,-3,-8,107,0,5,0.1,-9,0.5,5
CCCCCCCNC(=O)C1(CC2CC(c3cccc(Br)c3)=NO2)CCN(C(=O)C2(C)CC2)CC1 (stereo unspecified),-3,-6,3,97,-1,-6,0.6,0,1.8,-2
Cc1ccn2cc(CCNC(=O)C3CC=CCC3C(=O)O)nc2c1 (stereo unspecified),3,-2,1,94,-1,-3,0.2,0,-0.5,3
COc1ccc(C(=O)/C=C/Nc2ccc(S(=O)(=O)Nc3cccc(C(C)=O)c3)cc2)cc1,-6,-7,-21,105,-14,3,1.3,?,-0.4,-3
COc1ccc(C)cc1NC(=O)CN1CCN(S(=O)(=O)c2ccc(C(C)C)cc2)CC1,-4,-5,-22,96,-2,-10,0.4,3,4.9,-2
COc1cc(OC)c(S(=O)(=O)N2CCN(C(=O)c3ccco3)CC2)cc1NC(C)=O,3,-19,7,97,1,-1,0.0,17,0.5,-2
O=C(NCc1ccccn1)[C@@H]1CCCN1C(=O)[C@@H]1CCCN1C(=O)c1ccc(Cl)cc1,.,-5,.,97,.,.,-0.1,9,0.3,8
Clc1ccc2[nH]cc(-c3nnnn3-c3ccc4ccccc4c3)c2c1,-6,-4,-15,90,-4,-6,1.0,2,-1.2,-5
CCc1ccc(NC2Nc3cc(C)nn3S2)cc1 (stereo unspecified),-11,-6,-2,96,-6,17,0.4,-3,-2.2,5
CN1C(=O)C(O)(C2CCCCCC2=O)c2ccccc21 (stereo unspecified),-2,-20,1,97,1,8,0.1,-4,1.7,-1
Cc1cc(-n2cccn2)ccc1CN1CCN(C2CCCC2)C(CCO)C1 (stereo unspecified),-5,2,0,100,-4,3,0.0,0,-0.1,-5
CCOCCc1nnc(NC(=O)COC)s1,1,-9,2,95,-5,-3,-0.1,19,-0.6,2
CCOCc1nnc(NC(=O)C2CCN(C(=O)c3ccco3)CC2)s1,2,-5,-3,100,-45,13,-0.1,0,0.0,1
Cc1c(Cl)cccc1NC(=O)CSc1ncnc2c1cnn2CCO,2,.,0,98,3,1,-0.2,0,1.9,2
CN1CCN(CCCNC(=O)c2cc3c(=O)n(C)c4ccccc4c3s2)CC1,23,-6,9,83,.,14,-0.3,-1,-3.8,-1
O=S(=O)(c1cccc(F)c1)N1CCN(c2ncnc3scc(-c4ccc(F)cc4)c23)CC1,-9,-6,6,98,-4,-10,1.0,1,-0.4,1
Cc1sc2ncnc(NCc3ccccc3)c2c1C,-4,.,-22,95,-5,-22,5.5,-8,-1.8,3
COc1ccc(C(=O)N[C@H](C(=O)NCc2cccs2)C(C)C)cc1,-1,-3,3,102,-4,-2,-0.1,1,-0.1,2
COc1ccc(NC(=S)Nc2cc(C)[nH]n2)cc1Cl,2,-5,2,102,1,-3,0.4,-3,0.0,0
C=CCOC(=O)C1=C(C)NC(=S)C(C#N)(CC=C)C1c1ccccc1Cl (stereo unspecified),-6,-5,-4,99,15,-5,-0.1,6,-0.4,3
CN(CC(=O)Nc1cccc(F)c1)C(=O)C1CCN(C(=O)c2ccc(Cl)cc2)CC1,-2,-5,0,99,11,-5,-0.2,-4,0.2,7
CCOC(=O)[C@]12CCC=C1N(Cc1ccc3c(c1)OCO3)C(=O)[C@H](CC(=O)NCc1ccccc1)C2,.,-3,.,103,.,.,0.0,-12,-1.1,1
Cc1cc(C)c(NC(=O)C2CCN(c3cnccn3)CC2)c(C)c1,0,-3,12,91,6,.,-0.2,0,-2.4,4
NC(=S)NNC(=O)/C(=C/c1ccc(Br)cc1)NC(=O)c1ccccc1,1,0,-6,101,-4,-9,-0.3,-2,-0.1,0
CC(=O)c1sc(NC(=O)c2c(F)cccc2F)nc1-c1ccccc1,0,-3,1,101,2,-2,0.4,0,-1.4,-3
Cc1nnsc1S(=O)c1ccc(Cl)cc1 (stereo unspecified),1,-20,3,102,1,-12,1.2,3,-0.4,3
Cc1ccc(NC(=O)CCC(=O)N/N=C/c2cccs2)cc1,1,-3,3,97,-4,5,-0.1,-2,1.0,5
COC(=O)c1nn(-c2ccccc2)c(Cl)c1/C=N/OCc1c(Cl)cccc1Cl,2,-5,-2,97,-1,-2,-0.1,4,0.2,-6
CCOc1ccc(Nc2ncnc3c2nnn3Cc2ccccc2)cc1,0,-2,-2,98,-9,-5,-0.1,1,0.3,7
CC1CCC(=NNC(=O)c2ccccc2-n2cccc2)CC1 (stereo unspecified),1,-7,-4,97,-2,-7,-0.1,?,0.0,3
Cn1c2ccccc2c(=O)c2cc(C#Cc3ccsc3)ccc21,-1,-5,-6,98,15,0,0.2,3,-3.0,-6
CC(=O)N1CCN(C(=O)c2cc(S(=O)(=O)N3CCCCC3)ccc2Cl)CC1,2,-1,0,102,5,-3,-0.2,1,0.9,4
O=C(Nc1cc(Cl)cc(Cl)c1)c1coc(=O)c(Br)c1,0,-21,-4,95,0,3,-0.1,8,-0.6,1
COc1ccc(/C=N/NC(=O)CCCOc2ccc(Cl)cc2Cl)cc1,0,-1,-5,109,-1,38,-0.2,-2,5.4,1
CCOC(=O)c1c(N)sc(C(=O)Nc2ccccc2)c1C,-12,-7,-32,96,-4,-1,0.7,-5,-3.2,-2
Cc1ccnc(NC(=O)CNC(=O)c2ccc(C)s2)c1,-4,-7,3,101,-2,10,0.1,-1,-0.2,5
Cc1ccc(NC(=O)c2cc(C)n(-c3cccc(C)c3)c2C)cc1,-10,-4,-13,101,-3,-5,0.7,4,-2.6,-4
CCCn1c(SCC(=O)N(CC)c2c(N)n(Cc3ccccc3)c(=O)[nH]c2=O)nnc1-c1ccncc1,2,-5,-4,103,-7,2,-0.1,9,-0.3,-1
CN(C)S(=O)(=O)c1ccc(C(=O)Nc2nnc(-c3ccc4c(c3)CCCC4)o2)cc1,1,-3,8,100,-4,15,0.0,-3,-3.7,-2
C/C(=C\c1ccc(F)cc1)C(=O)c1c(C)cc(C)[nH]c1=O,1,-4,1,94,-14,-1,0.0,-8,-0.7,1
S=C1N(c2ccccc2)C(c2ccc(Br)cc2)N2CCCN12 (stereo unspecified),1,-5,-8,102,-2,-2,0.0,-2,0.6,4
Cc1cc2nc(-c3ccccc3)c(Cc3cccc(Cl)c3)n2c(C)c1Br,.,-9,.,97,.,.,-0.2,-1,0.2,-3
COc1cccc(NC(=O)NC2CCN(Cc3nnnn3Cc3ccc(F)cc3)CC2)c1,-1,-4,2,91,7,1,-0.1,-2,-1.5,-6
CNC(=S)N(CCCn1ccnc1)Cc1c(F)cccc1Cl,-1,-5,-2,96,0,-5,-0.1,-14,0.2,-2
# The list goes on:
SMILES,N-glyco inh,CaV13 ICDI inh,Cardio protect,ABCB6 inh MLPCN,PDI turbidity,Vif inh,aDG glyco act,Exocytosis inh,hiPSC survival,HTR2A ag
Cc1nnc(SCC(=O)N(C)C2CCCCC2)n1C,2,-3,8,99,-3,11,0.4,12,-0.4,-6
CCOc1ccc(S(=O)(=O)NCCCn2ccnc2)cc1NC(C)=O,3,-20,1,105,-1,11,0.1,-3,1.0,7
CN(C)C(=O)N1CCc2ccc([N+](=O)[O-])cc21,-1,-4,-2,100,5,0,0.0,3,-2.3,1
S=C(Nc1ccc2c(c1)OCO2)N1CCCC1,2,-7,0,96,2,-2,0.1,-4,-0.8,4
CN(C)S(=O)(=O)c1ccc(N2CCCC2)c(C(=O)NCC2CCCCC2)c1,-7,-5,-14,94,-1,-1,-0.5,-2,0.7,1
Cc1cc(Nc2ccc(F)cc2Cl)n2ncnc2n1,0,-5,6,99,.,4,-0.1,0,-1.9,-5
CC(C)C[C@H]1CN([C@@H](Cc2ccc(O)cc2)CN2CCC[C@H]2CN2C(=O)C(=O)NC[C@@H]2Cc2ccc(O)cc2)C(=O)C(=O)N1CCc1ccccc1,.,-4,.,92,.,.,0.0,0,1.1,3
Nc1ccc(C(=O)OCC(=O)Nc2cccc(S(=O)(=O)NC3=NCCCCC3)c2)cc1[N+](=O)[O-],-1,-8,-1,95,0,-11,0.2,2,-2.0,1
[O-]C(=C(C(=S)Nc1cccc2ccccc12)[n+]1ccccc1)c1ccc2c(c1)OCCO2,-3,.,-11,101,-12,-2,-0.1,0,-0.7,7

# Assay outcomes deposited in PubChem BioAssay by several laboratories.
